Source: PubChem
SUMO Mot1 rescue = inhibitors of SUMOylation pathway: yeast Mot1-301 growth rescue; S. cerevisiae Mot1-301 growth rescue, ATP luminescence, 38.5C; percent above DMSO median, 100 means doubled; growth rescue, % at 18.8 µM; 320,000 compounds, 1% hits; AID 2716;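 active means every valid replicate shows activation above 250% relative to neutral control wells; inactive means the rest, any valid replicate at or below 250%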;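 further: OY570 slx delta 5 strain wells were the positive control but not used for scaling; some compounds called inactive have numbers as strong as hits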
E coli growth = reduces bacterial viability in AddAB counter-screen; 330,000 compounds, 0.27% hits; E. coli V3065 growth, OD600 absorbance, 18 h; inhibition, % at 11.9 µM; AID 449728;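 active means inhibition above the campaign's mean inhibition across all tested compounds plus 3 SD, cut at about 9.9% in these data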;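 further: uninfected addAB+ strain grown without phage in ampicillin broth; 0% = DMSO wells and 100% = ciprofloxacin 0.95 µg/ml wells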
Tat transport = E. coli Tat transport inhibition; AID 488895; 340,000 compounds, 0.036% hits; inhibition, % at 10 µM; E. coli MC4100 TorA-mCherry Tat export, fluorescence;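 active means mean replicate inhibition at least 50% and at least half of replicates individually reaching 50%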;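 further: exported cargo escapes ClpAP degradation while cytoplasmic cargo is degraded and loses fluorescence; 0% = median of neutral control wells and 100% = median of NaSCN control wells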
OPRM1-OPRD1 ag = agonists of human mu-delta opioid receptor heterodimerization; P35372+P41143; cells, OPRM1-OPRD1 heterodimerization, luminescence; activation, % at 9.3 µM; 340,000 compounds, 0.3% hits; AID 504326; in the data active means activation above about 18%;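 further: 0% = vehicle-treated cells and 100% = reference agonist; values of inactives mirror those of a sister screen read the other way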
AddAB inh = less growth of phage-infected E. coli with AddAB; inhibition, % at 11.9 µM; E. coli expressing H. pylori AddAB, absorbance growth; 330,000 compounds, 0.29% hits; in the data active means inhibition above about 12%;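 further: 0% = vehicle wells of infected cells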
PfHsp90 yeast 2 = inhibits growth of yeast expressing Plasmodium falciparum Hsp90. S. cerevisiae expressing PfHsp90, BacTiter-Glo ATP, 48 h; yeast lacking PDR1 and PDR3 efflux regulators. 310,000 compounds, 0.32% hits. inhibition, % at 9.4 µM;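 active means every replicate shows inhibition above about 80%, whatever the replicate mean, limit read from the data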;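 further: 0% = DMSO neutral controls and 100% = 20 µM radicicol positive controls; yeast relying on Plasmodium falciparum Hsp90 in place of its own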
PKA-R1A act = activates the PKA-R1A holoenzyme complex. 340,000 compounds, 0.083% hits. P00514+P68181. PKA-R1A dissociation, Cy5-IP20 fluorescence polarization; scaled: DMSO 0%, 113 µM cGMP 100%. activation, % at 11.4 µM;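 active means percent activation above the mean of all tested compounds plus 3 SD, cut at about 19% in these data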;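 further: higher means more PKAc released from R1A so a rise in polarization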
phage Ecoli inh = E. coli growth loss with phage present; growth absorbance; inhibition, % at 11.9 µM; 360,000 compounds, 0.26% hits; AID 651602; in the data active means inhibition above about 11%
Arrestin-AP2 inh = blocks beta-arrestin peptide binding to AP2 adaptin | inhibition, % at 10 µM | 340,000 compounds, 0.31% hits | FITC-arrestin peptide / GST-AP2 beads, flow cytometry; AP2 beta2 appendage carries R879A mutation;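 active means inhibition above a set limit, near 3 SD of compounds lacking own fluorescence, cut at about 54% in these data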;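 further: plate controls were DMSO wells for no effect and 5 µM unlabelled arrestin peptide for full effect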
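test system = AP2 appendage R879A on GSH beads | buffer or medium = PBS plus Tween 20 (0.05%) and BSA (0.1%) | incubation = 12 min plus 1 h, RT | detection = bead flow cytometry, FITC channel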
DSG3 Ab inh = human desmoglein-3 autoantibody binding inhibition. P32926. DSG3-coupled beads, scFv-anti-DSG3-GFP binding, flow cytometry; active compounds read low. binding (percent of control), % at 10 µM. 310,000 compounds, 0.48% hits. AID 588358;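 active means binding more than 3 SD below its plate's average and above zero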;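 further: hits lower antibody fragment binding to DSG3; some compounds called inactive have numbers as strong as hits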
Target sequence (P32926 whole entry, looked up, the tested form may be a part): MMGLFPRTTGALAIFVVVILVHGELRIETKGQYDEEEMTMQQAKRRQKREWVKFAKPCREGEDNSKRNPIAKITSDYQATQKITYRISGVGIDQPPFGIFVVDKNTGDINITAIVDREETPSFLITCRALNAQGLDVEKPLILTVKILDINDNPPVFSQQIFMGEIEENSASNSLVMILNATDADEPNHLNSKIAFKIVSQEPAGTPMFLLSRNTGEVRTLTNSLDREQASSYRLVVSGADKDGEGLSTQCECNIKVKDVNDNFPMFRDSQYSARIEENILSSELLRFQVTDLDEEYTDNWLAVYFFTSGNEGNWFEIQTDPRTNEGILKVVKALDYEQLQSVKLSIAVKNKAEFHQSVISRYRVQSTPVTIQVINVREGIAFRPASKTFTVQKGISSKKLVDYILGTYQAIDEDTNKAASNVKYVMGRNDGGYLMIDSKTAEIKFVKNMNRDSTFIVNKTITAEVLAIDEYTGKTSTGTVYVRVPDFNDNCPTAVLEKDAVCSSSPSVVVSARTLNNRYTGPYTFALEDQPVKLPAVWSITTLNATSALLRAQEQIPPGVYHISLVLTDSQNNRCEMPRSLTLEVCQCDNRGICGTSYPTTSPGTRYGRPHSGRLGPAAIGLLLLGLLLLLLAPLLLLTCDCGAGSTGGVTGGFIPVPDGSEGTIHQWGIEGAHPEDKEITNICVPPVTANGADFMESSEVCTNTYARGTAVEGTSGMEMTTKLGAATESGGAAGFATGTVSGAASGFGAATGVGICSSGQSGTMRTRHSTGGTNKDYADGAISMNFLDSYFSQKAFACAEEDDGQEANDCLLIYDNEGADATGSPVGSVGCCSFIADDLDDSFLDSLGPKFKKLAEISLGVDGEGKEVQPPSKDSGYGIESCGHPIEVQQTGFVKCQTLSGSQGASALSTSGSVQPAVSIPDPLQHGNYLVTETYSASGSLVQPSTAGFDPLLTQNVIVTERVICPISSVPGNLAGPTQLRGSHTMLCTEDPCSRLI
MOR-DOR inv ag = mu-delta opioid heterodimer inverse agonism. cell-based MOR-DOR heterodimer luminescence. inhibition, % at 9.3 µM. 340,000 compounds, 0.21% hits. AID 504357; in the data active means inhibition above about 22%, passing the limit was not always enough;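 further: 0% = cells with DMSO and 100% = wells without cells with DMSO; values of inactives mirror those of a sister screen read the other way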
Active calls of the source: *; i = inactive; x = not tested or not shown.

Below each SMILES: SUMO Mot1 rescue	E coli growth	Tat transport	OPRM1-OPRD1 ag	AddAB inh	PfHsp90 yeast 2	PKA-R1A act	phage Ecoli inh	Arrestin-AP2 inh	DSG3 Ab inh	MOR-DOR inv ag
CCN(CC)CCCn1c2c(c(SCC(=O)Nc3cc(C)on3)nc1=O)CCC2
    725	0.8	-4	-1.6	1.5	x	-3	1.8	53	122	9
CCOc1ccc(NC(=O)CSc2nc3ccccc3c(=O)n2CCCC(=O)N2CCCC2)cc1
    i	-0.3	-5	-1.3	0.7	-1	-2	1.6	-1	98	6
Cc1[nH]nc(SCC(=O)NCC(C)C)c1[N+](=O)[O-]
    -2	-0.1	3	-1.3	-0.2	-58	-4	1.8	7	100	7
Cc1c(C=O)c(C=O)c(C)n1Cc1ccccc1
    x	-1.6	-3	-0.2	-0.7	-9	0	-12	4	74	1
COc1ccc(Cc2nc3ccccc3n2CC(=O)N/N=C/c2ccccc2)cc1OC
    48	-1.9	-11	x	0.8	25	7	0.4	-8	120	x
CN1CCCN(C(=O)C2CCC(C(=O)N3CCCN(C)CC3)CC2)CC1 (stereo not drawn)
    -5	-1.0	-2	0.7	0.0	-1	-7	1.4	1	104	-3
O=C(CCSCc1ccc(Cl)cc1)NCc1cccs1
    -1	1.0	-3	-0.3	2.5	-15	5	1.8	8	102	2
O=C(COc1ccccc1)N=C1SC2CS(=O)(=O)CC2N1c1ccc(F)cc1 (stereo not drawn)
    -9	-0.9	-8	0.6	1.5	-94	-7	-2.4	6	101	-3
O=C(c1ccc2c(=O)n3c(nc2c1)CCCCC3)N1CCN(C(c2ccccc2)c2ccccc2)CC1
    -13	-0.7	7	2.1	-1.3	-4	-2	1.0	-23	99	-11
Cn1c(=O)[nH]c(=O)c2c1nc(SCC(N)=O)n2Cc1cccc(Br)c1
    4	3.1	-6	-3.1	-1.2	-26	-5	0.9	6	97	14
COc1ccc(-c2csc3ncnc(N4CCN(c5ccccc5O)CC4)c23)cc1
    154	-0.8	0	-0.2	3.3	-27	-12	x	56*	96	1
O=C(O)C1=CCCN(CCON=C(c2ccccc2)c2ccccc2)C1
    -11	-0.2	4	-1.4	-1.6	2	-2	4.1	6	94	8
COc1cc(OC)cc(C(=O)Nc2cc(C)nn2-c2ccccc2)c1
    10	3.0	25	1.4	4.2	-5	-6	1.1	-3	116	-10
CCN1C[C@@H]2[C@@H]3C(=O)N(Cc4ccccc4)C(=O)[C@@H]3[C@](CC)(C1=O)N2C(=O)c1ccc(C(C)(C)C)cc1
    x	x	1	-2.2	x	-6	14	1.9	15	105	12
CC(C(=O)NCC1CCCO1)N1C(=O)C2C3CC(C(Br)C3Br)C2C1=O (stereo not drawn)
    17	-2.3	-2	-3.5	1.4	-26	-5	1.6	-10	x	17
CCN(CC)S(=O)(=O)c1cccc(-c2nnc(SCC#N)n2Cc2ccccc2)c1
    0	-2.3	-5	-0.8	-0.4	x	-4	2.8	-6	101	5
S=C(c1ccc(N2CCCC2)c(Br)c1)N1CCCCC1
    13	-2.0	3	-1.1	0.0	8	-5	0.9	15	103	6
Cc1ccc(OCC(=O)c2c(N)n(C)c(=O)n(C)c2=O)c([N+](=O)[O-])n1
    3	2.3	6	-0.4	0.3	17	-17	1.2	12	91	2
Brc1ccc(C2=Nn3cnnc3SC2)cc1
    408	-0.8	2	-2.7	2.6	3	-3	1.9	8	109	14
COC(=O)c1sccc1NC(=O)CSc1ccccc1NS(=O)(=O)c1cc(Cl)ccc1Cl
    -4	3.1	-2	1.9	1.1	-15	-2	2.9	2	100	-12
COc1ccc(CCNC(=O)C23CCC(C)(C(=O)O2)C3(C)C)cc1OC (stereo not drawn)
    -5	-1.7	2	-3.2	-0.4	-24	1	2.7	4	102	17
O=C1CN(C(=O)COC(=O)CNS(=O)(=O)c2ccccc2)c2ccccc2N1
    20	0.7	-2	-1.1	-0.1	x	-3	1.6	12	117	5
Cc1cc(NS(=O)(=O)c2ccc(NC(=O)/C=C/c3c(F)cccc3Cl)cc2)no1
    -6	-0.6	-1	-4.0	0.6	-11	-5	3.3	8	104	22
CCNC(=S)N1CCC(C(=O)c2ccc(Cl)cc2)CC1
    1	0.8	-2	-0.7	-0.7	-6	6	-0.5	-1	102	3
COc1ccc(NC(=S)N2CCN(Cc3cccc(F)c3)CC2)c(OC)c1
    -5	2.9	5	-2.8	2.4	-6	-3	3.8	9	101	14
COc1ccc(C(=O)NC2CCN(C(=S)Nc3cc(C)ccc3C)CC2)cc1
    -14	0.4	-10	-2.0	0.6	7	0	1.6	26	88	11
Nc1nc(Nc2cccc(Cl)c2)n[nH]1
    -7	0.2	-5	x	0.4	6	x	-0.1	-14	96	x
Cc1cc(COc2ccccc2O)on1
    -17	1.9	2	-2.9	0.0	-7	-3	3.5	-5	x	16
Cc1nc(N2CCN(Cc3ccccc3)CC2)[nH]c(=O)c1C
    -8	-0.5	-7	-2.3	-0.5	-11	-22	3.7	26	x	12
Cn1nc(C(=O)N2CCN(S(=O)(=O)c3ccccc3)CC2)c2ccccc2c1=O
    -33	0.4	-10	-2.7	3.1	8	-1	0.8	-3	62	17
O=C(CN1CCN(S(=O)(=O)c2ccc(Br)cc2)CC1)N/N=C/c1cc([N+](=O)[O-])ccc1Cl
    1	-1.1	4	0.2	2.9	26	11	1.5	4	x	-1
CC(C)(C)c1ccc(-n2ncc3c2CCCC3NC(=O)CN2CCOC2=O)cc1 (stereo not drawn)
    -4	0.8	6	-1.5	2.3	7	-1	3.1	6	97	8
Cc1ccc(Oc2nc(-c3cccnc3)nc3ccccc23)c([N+](=O)[O-])n1
    87	1.1	-7	-0.6	-0.5	-2	5	3.5	13	96	3
O=C(O)c1ccc(N2C(=O)CC(SC(=Nc3ccccc3)Nc3ccccc3)C2=O)cc1 (stereo not drawn)
    17	0.4	-8	0.5	-2.9	14	4	2.3	24	96	-3
COc1ccc(C(=O)N(CN2CCCC2=O)c2ccccc2OC)cc1OC
    200	0.2	2	-0.1	0.3	x	10	3.1	4	111	0
Cc1[nH]c2ccc(-c3n[nH]c(=S)n3-c3ccccc3)cc2c1C
    4	0.4	1	0.8	2.0	-8	-9	2.7	3	99	-4
COc1ccc(C(C#N)N2N=C(C)CC2c2ccccc2)cc1 (stereo not drawn)
    -5	-0.1	-5	-1.9	-1.0	-15	-1	2.1	-16	99	8
C=CCSc1nnc(NC(=O)CN2C(=O)NC3(CCCC3)C2=O)s1
    2	1.6	-8	-0.8	4.6	-2	-14	2.1	9	x	4
CCN(CC)c1ccc(NC(=O)COC(=O)CSc2ccc(Br)cc2C)cc1
    12	2.1	1	0.4	-1.0	7	5	3.9	2	101	-2
Cc1cc(NC(=O)CCSc2nc(-c3ccco3)cc(C(F)(F)F)n2)no1
    -11	-0.1	-1	5.3	0.3	-7	2	2.0	5	99	-31
COc1c(F)c(F)c(C(=O)Nc2ccc(NC(=O)Cc3ccccc3)cc2)c(F)c1F
    -9	-0.1	-3	0.6	0.7	3	1	0.9	0	100	-3
COc1ccc(NC(=O)c2cc(OC)c(OC)c(OC)c2)cn1
    10	-0.2	-7	0.5	1.9	-21	-7	1.9	2	96	-3
C#Cc1ccc([C@@H]2C=C(C(=O)NCc3ccccc3)O[C@H](OCc3ccc(CO)cc3)C2)cc1
    -17	-1.6	-3	-3.0	2.1	-7	-2	-0.1	4	106	16
Cc1ccc(S(=O)(=O)N(C)C)cc1NC(=O)COC(=O)c1ccc2c(c1)NC(=O)CS2
    79	-0.9	3	-2.2	1.7	-29	0	0.9	4	93	12
CC(C)Oc1ccc(/C(O)=C2/C(=O)C(=O)N(CCN3CCNCC3)C2c2cccc([N+](=O)[O-])c2)cc1 (stereo not drawn)
    2	-2.5	-5	-0.7	0.0	10	-7	0.2	11	100	3

Next section (2 carried over from the part before).
Below each SMILES: SUMO Mot1 rescue	E coli growth	Tat transport	OPRM1-OPRD1 ag	AddAB inh	PfHsp90 yeast 2	PKA-R1A act	phage Ecoli inh	Arrestin-AP2 inh	DSG3 Ab inh	MOR-DOR inv ag
Cc1ccc(S(=O)(=O)N(C)C)cc1NC(=O)COC(=O)c1ccc2c(c1)NC(=O)CS2
    79	-0.9	3	-2.2	1.7	-29	0	0.9	4	93	12
CC(C)Oc1ccc(/C(O)=C2/C(=O)C(=O)N(CCN3CCNCC3)C2c2cccc([N+](=O)[O-])c2)cc1 (stereo not drawn)
    2	-2.5	-5	-0.7	0.0	10	-7	0.2	11	100	3
CCOc1c(Br)cc(C2NC(=O)CCC2[N+](=O)[O-])cc1OC (stereo not drawn)
    8	0.3	-7	-3.4	-0.2	4	-10	1.4	-21	102	15
CCOc1ccccc1C(=O)N[C@H](C(=O)OCc1csc(CC(=O)Nc2ccc(C)cc2)n1)C(C)C
    -9	0.9	13	-0.5	1.6	2	-8	1.9	0	121	3
CCN(CC)C1CCN(C(=O)CCn2nnnc2CN2CCOCC2)C1 (stereo not drawn)
    -4	-2.4	-5	-4.5	1.3	15	-1	2.2	25	102	15
CN(Cc1c(F)cccc1Cl)C(=O)c1ccc(NS(=O)(=O)c2ccc3[nH]c(=O)[nH]c3c2)cc1
    -2	1.8	7	0.0	0.2	7	-8	2.7	-4	99	0
O=C(COC(=O)c1ccc(OC(F)F)cc1)Nc1cccc(S(=O)(=O)NC2=NCCC2)c1
    0	-4.7	1	-0.6	-0.2	15	1	1.6	-2	107	2
O=C(Nc1ccc(Cl)c(S(=O)(=O)N2CCOCC2)c1)C1CCC1
    3	0.2	10	-1.9	0.8	x	-1	-2.0	-2	106	8
CCN(CC)CCNC(=O)C1c2ccccc2Oc2ccccc21
    1	-2.5	-9	-1.0	-2.7	8	-5	2.8	7	100	5
CCCCn1nc2cc(C(=O)NCc3ccc4c(c3)OCO4)ccc2c1OCC
    15	-2.6	-6	0.7	4.4	x	0	1.0	-2	199	-4
O=c1c(O)cccc2cc(O)c(O)c(O)c12
    -2	11*	53*	-1.5	11	-110	-2	14*	39	33*	8
CCN1CCN(C(=S)c2ccc(OCC(=O)Nc3ccc(OC)cc3)cc2)CC1
    5	0.1	-5	0.7	4.1	-4	6	2.8	-7	97	-4
O=C(CSc1nc(-c2ccccc2)cs1)Nc1ccccc1[N+](=O)[O-]
    8	0.3	3	3.6	3.5	8	-2	2.8	-2	75	-17
Fc1ccccc1Cc1noc(CN2CCCC(CN3CCOCC3)C2)n1 (stereo not drawn)
    -5	-0.8	-5	0.6	4.3	-2	-1	3.0	28	107	-3
C=CCNC(=O)c1cnc(-c2ccccc2)nc1-c1ccccc1
    3	0.7	-2	-0.2	-1.6	-11	-7	-0.8	-18	96	1
CCC1(C)CC(c2csc(N)n2)CCO1 (stereo not drawn)
    -5	-1.5	1	-3.5	0.7	x	9	2.5	27	103	16
